# High-throughput results (PubChem)
# CF NFkB inh = inhibitors of PAF-induced NF-kB signaling, primary screen, cell-based, GFP fluorescence, uHTS | 0.86% of 360,000 active | AID 588850, 2011 | inhibition, % at 5 µM | KKLEB NF-kB-GFP reporter, GFP fluorescence overnight;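 active means at least 50% inhibition at 5 µM, scaled per plate between neutral and stimulator controls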;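 further: PAF is a Pseudomonas aeruginosa culture filtrate used as stimulus; plate controls were PAF-stimulated DMSO wells for no effect and unstimulated DMSO wells for full effect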
# Shn3 inh set2 = reduction of Shn3 3'UTR firefly luciferase signal, primary screen, Schnurri-3 inhibitor project, cell-based, Clone20 osteoblasts, set 2 | 0.52% of 360,000 active | AID 588674, 2011 | inhibition, % at 12.5 µM | Clone20 osteoblast Shn3 3'UTR firefly luciferase, 24 h;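 active means mean inhibition of at least 75% with every replicate also reaching 75%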;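 further: 0% = median of neutral control wells and 100% = pilot-screen positive control compound; some compounds past the cut are filed as inactive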
# MITF TRPM1 inh = inhibitors of MITF-dependent TRPM1 promoter reporter, primary screen, cell-based, SK-MEL-5, single point, luciferase; SK-MEL-5 TRPM1 promoter luciferase, 24 h; inhibition, % at 12.5 µM; 0.83% of 330,000 active;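 active means mean inhibition across replicates of 60% or more, whatever share of single replicates reaches that level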; further: values of inactives mirror those of a sister screen read the other way
# NR2E3 ag-1 = NR2E3 agonists in two-hybrid cells, primary screen, cell-based, luminescence, CHO-S, Gal4-NCOR/VP16-NR2E3; Photoreceptor-specific nuclear receptor (Homo sapiens), Q9Y5X4; luciferase; inhibition of corepressor binding, % at 3.98 µM; 0.35% of 360,000 active; AID 602229, 2012;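 active means inhibition above the mean of all tested compounds plus 3 SD, cut at about 70% in these data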;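 further: 0% = DMSO with NR2E3 transfected cells and 100% = cells lacking NR2E3 construct; higher means lower luciferase signal from less NR2E3 corepressor binding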
# Target sequence (Q9Y5X4 whole entry, looked up, the tested form may be a part): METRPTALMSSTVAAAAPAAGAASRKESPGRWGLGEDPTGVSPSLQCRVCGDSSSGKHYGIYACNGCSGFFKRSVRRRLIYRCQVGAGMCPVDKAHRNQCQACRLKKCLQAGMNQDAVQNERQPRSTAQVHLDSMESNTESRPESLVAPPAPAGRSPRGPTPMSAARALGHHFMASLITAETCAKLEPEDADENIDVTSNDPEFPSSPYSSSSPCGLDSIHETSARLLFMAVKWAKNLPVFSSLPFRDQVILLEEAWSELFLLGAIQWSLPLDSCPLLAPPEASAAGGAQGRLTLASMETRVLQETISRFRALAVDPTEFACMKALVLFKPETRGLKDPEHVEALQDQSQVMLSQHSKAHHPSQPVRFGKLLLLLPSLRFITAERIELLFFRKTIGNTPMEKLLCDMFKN
# HIF-2a block = HIF-2a reporter inhibitors, primary screen, luminescence, 786-0 RCC cells | 0.72% of 360,000 active | 786-0 RCC cells HIF-2a reporter, luciferase luminescence, overnight | inhibition, % at 18.8 µM;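 active means inhibition of the luminescence signal of 40% or more relative to plate controls, in a single-dose primary screen at 18.75 µM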
# Vif imaging = HIV Vif self-association inhibitors, primary screen, imaging, HEK293T, single point | 0.35% of 340,000 active | HEK293T cells, Vif self-association by quenched fluorescence, 24 h | inhibition, % at 7.49 µM; in the data active means inhibition above about 50%, passing the limit was not always enough; further: some results filed as inactive read as strong as hits
# PDI inh = inhibitors of human PDI, primary screen, biochemical, turbidity, single point, plate reader; Protein disulfide-isomerase (Homo sapiens), P07237; PDI insulin aggregation turbidity, A650, 90 min; inhibition, % at 10 µM; 0.052% of 350,000 active;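 active means mean inhibition across replicates of 30% or more, whatever share of single replicates reach that level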;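 further: absorbance from insulin aggregation driven by PDI reduction with DTT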
# Target sequence (P07237 whole entry, looked up): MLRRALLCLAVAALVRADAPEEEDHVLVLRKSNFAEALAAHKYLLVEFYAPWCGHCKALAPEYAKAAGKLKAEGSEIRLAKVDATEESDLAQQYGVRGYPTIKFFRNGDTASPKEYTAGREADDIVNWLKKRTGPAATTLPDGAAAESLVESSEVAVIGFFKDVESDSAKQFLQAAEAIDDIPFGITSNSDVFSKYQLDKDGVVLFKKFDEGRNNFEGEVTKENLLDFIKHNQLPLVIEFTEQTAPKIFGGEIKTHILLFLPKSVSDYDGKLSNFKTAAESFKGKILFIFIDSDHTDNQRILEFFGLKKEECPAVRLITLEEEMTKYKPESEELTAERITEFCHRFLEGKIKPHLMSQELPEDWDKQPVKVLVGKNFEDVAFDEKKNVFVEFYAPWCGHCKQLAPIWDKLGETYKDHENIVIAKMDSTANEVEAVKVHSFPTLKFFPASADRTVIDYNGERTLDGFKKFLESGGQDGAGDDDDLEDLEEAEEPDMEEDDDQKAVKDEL
# KKLEB cytotox = cytotoxicity in KKLEB CF airway cells, primary screen, cytotoxicity control for CF NF-kB inhibitor project, cell-based, uHTS, fluorescence assay plates | KKLEB CF airway cells viability, ATPlite luminescence, overnight; hits give low values; cells stimulated with P. aeruginosa culture filtrate | activity change (cytotoxicity), % at 5 µM | 0.36% of 360,000 active | AID 602141, 2011;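 active means corrected activity change at or below -50% at 5 µM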
# CaV13 ICDI inh = Primary screen for inhibitors of IQ motif and Ca2+-dependent inactivation inhibitor domain binding in CACNA1D, Förster resonance energy transfer in living cells, …; HEK cells, CFP/YFP FRET ICDI-IQ, plate reader, 10 min; percent FRET-ratio fall versus neutral wells; 0.098% of 340,000 active; inhibition, % at 12.3 µM;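 active means mean replicate inhibition of at least 30% and at least 1% of replicates passing that level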;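 further: 0% = median of the neutral control wells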
# Peg3 promoter = Peg3 promoter-driven luciferase inhibitors, primary screen, cell-based, HeLa, luciferase luminescence; HeLa PEG-Prom luciferase reporter, overnight; inhibition, % at 20 µM; 1.7% of 360,000 active; AID 588405, 2011;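 active means inhibition of at least 50% at 20 µM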
# NR2E3 ag-2 = inhibitors of NR2E3-RetCOR corepressor binding, primary screen, NR2E3 agonist project, biochemical, TR-FRET, GST-NR2E3, biotin-RetCOR. AID 2300, 2010. 0.12% of 320,000 active. Photoreceptor-specific nuclear receptor (Homo sapiens), Q9Y5X4. inhibition of corepressor binding, % at 4.78 µM. 1536-well;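 active means percent inhibition above the cutoff of mean plus 3 SD of all tested compounds, set per screening campaign, cut at about 20% in these data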;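 further: 0% = DMSO wells and 100% = biotin wells as full block of FRET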
#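 Assay system: NR2E3–RetCOR corepressor complex. Quantity: 1.35 nM GST-NR2E3. Buffer or medium: pH 7.5 Tris-based buffer. Reagent: biotinylated RetCOR corepressor at 7 nM final. Schedule: 5 h at 4 °C. Detection: TR-FRET, emission read at 617 and 671 nm. Replicates: one well per compound, singlicate testing.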
# An asterisk follows results filed as active; . = not tested or not shown.
nr	molecule	CF NFkB inh	Shn3 inh set2	MITF TRPM1 inh	NR2E3 ag-1	HIF-2a block	Vif imaging	PDI inh	KKLEB cytotox	CaV13 ICDI inh	Peg3 promoter	NR2E3 ag-2
1	CS/C(=C\C(=O)c1ccco1)Nc1ccccc1Cl	-18	-15	-2	-39	-88	4	3	4	5	-49	-3
2	Cc1cc(C)c(S(=O)(=O)NCc2cccnc2)cc1C	12	1	-5	13	12	-2	0	0	7	2	3
3	CC(C)C(C)NC(=O)CN1C(=O)NC2(CCc3ccccc3C2)C1=O (configuration not stated)	-12	-1	7	8	14	-2	4	3	-1	1	4
4	CCn1c(=O)cc(OCC(=O)N2CCN(c3ccc(F)cc3)CC2)c2ccccc21	-28	12	2	8	11	-4	4	9	-3	1	-3
5	COc1cccc(NC(=O)CSc2nnc3ccc(-c4ccncc4)nn23)c1	7	-17	-3	-31	1	-5	3	-5	-5	-11	.
6	C/C(=N\NC(=O)Cn1nc(C)c([N+](=O)[O-])c1C)c1ccc(Cl)s1	5	7	15	10	19	7	6	5	-21	11	-2
7	Cc1ccc(C(=O)N2CCCC(C(=O)c3ccc(Oc4ccccc4)cc3)C2)cn1 (configuration not stated)	35	11	16	-34	14	-34	10	2	-4	14	4
8	COC(=O)c1ccc(OC(=O)C2CC(=O)N(c3ccc(C)cc3C)C2)cc1 (configuration not stated)	6	17	-3	-2	7	10	5	10	-5	4	3
9	CC(=O)c1ccc2c3c(cc(C)c2c1)CCCC3	-12	-7	-27	-26	-123	-1	-3	-10	-7	-132	.
10	CCOC(=O)C1C(=O)NC(N2CCOCC2)=NC1C(C)C (configuration not stated)	-6	-12	4	9	9	-23	-6	-6	-3	10	3
11	O=C(N/N=C/c1ccco1)c1cc(-c2cccc3ccccc23)n[nH]1	-17	-23	-51	-68	-138	.	-2	6	-5	-134	-1
12	Nc1nonc1-n1nnc(C(=O)N/N=C/c2c[nH]c3ccccc23)c1-c1ccccc1	-5	9	8	-23	19	-5	11	5	-3	28	0
13	O=C(NCCC1CCCCN1S(=O)(=O)c1cccs1)C(=O)Nc1ccc(F)cc1F (configuration not stated)	24	6	39	5	9	-1	2	-21	-1	9	3
14	Cc1ccc(NC(=O)c2c(Cl)nc3ccccn23)cc1	1	-79	-31	-131	-219	4	-10	-1	-12	-227	-1
15	C=CCN1C(=O)/C(=C/c2ccc(OCC(=O)O)cc2)S/C1=N/c1nccs1	-2	10	4	-22	22	0	2	3	-3	7	1
16	Cc1csc(=O)n1CC(=O)OCC(=O)Nc1cc(Cl)ccc1[N+](=O)[O-]	-19	9	20	-15	17	.	3	-4	-5	7	4
17	CCOc1cc(C(=O)O)cc(Cl)c1OC	-9	-2	5	22	15	1	3	7	-6	12	0
18	CC(=Nc1ccccc1C)C1=C(O)CSC1=O	5	-20	1	-26	-8	3	-7	-6	-8	4	4
19	CCOc1ccccc1C(=O)Nc1nccs1	-18	-17	-25	14	-7	-3	7	-2	-4	-28	-1
20	CCN(CC)C(=O)CN(c1cccc(OC)c1)S(=O)(=O)c1ccc(C)cc1	2	15	-3	-16	10	-9	2	1	-5	-4	2
21	O=C(COc1ccc2c(c1)OCO2)Nc1ccccc1C(F)(F)F	3	-42	-67	-100	-203	.	-36	-8	-5	-194	0
22	COC(=O)[C@@]12CCCCN1[C@H](c1ccc(-c3ccc(F)cc3)cc1)[C@H]1C(=O)N(C)C(=O)[C@H]12	3	-1	16	1	3	-7	-5	9	-4	8	.
23	CCOC(=O)c1cccnc1SC(CC)C(=O)N1CCOCC1 (configuration not stated)	7	-11	7	-11	-10	11	-1	-8	-9	2	-2
24	Cc1cc(C(=O)C(=O)N(C)C)c(C)n1-c1ccc(Cl)c(Cl)c1	7	5	11	-4	22	7	-19	3	-4	7	-1
25	CCCCCC(=O)c1c(C)[nH]c(C(=O)OCC)c1C	17	-6	-2	-11	-98	-4	0	-9	-4	-28	1
26	CN1CCN(C(CNS(=O)(=O)c2ccc(Cl)cc2)c2cccnc2)CC1 (configuration not stated)	25	7	-2	0	13	3	-6	-4	-4	9	-3
27	Cc1cccc(N2CC(C(=O)Nc3ccc(S(=O)(=O)N4CCCCC4)cc3)CC2=O)c1C (configuration not stated)	9	19	14	-2	17	-5	2	-7	-4	26	1
28	Cc1ccc(-n2nnc3c(=O)n(CC(N)=O)cnc32)cc1	11	12	-2	-5	17	-2	1	-4	-3	27	0
29	CC(NC(=O)CN1CCC(C(N)=O)CC1)c1ccccc1 (configuration not stated)	-2	1	6	13	-4	0	2	-2	-4	-2	4
30	O=C(Nc1cccc(F)c1)N1CCC(n2c(=O)[nH]c3ccccc32)CC1	-3	23	10	22	10	-5	-2	9	-1	33	-4

# Only Peg3 promoter (two entries from above):
item | mol | Peg3 promoter
17 | CCOc1cc(C(=O)O)cc(Cl)c1OC | 12
18 | CC(=Nc1ccccc1C)C1=C(O)CSC1=O | 4

# Additional results.
nr	molecule	CF NFkB inh	Shn3 inh set2	MITF TRPM1 inh	NR2E3 ag-1	HIF-2a block	Vif imaging	PDI inh	KKLEB cytotox	CaV13 ICDI inh	Peg3 promoter	NR2E3 ag-2
31	CCOc1ccc(/C=N/NC(=O)c2cc3c(OC)cc(OC)cc3[nH]2)cc1OC	23	12	-6	-3	9	-10	2	-3	-4	28	8
32	CCN(c1ccccc1)S(=O)(=O)c1ccc(Cl)c(NC(=O)COC(=O)c2ccc[n+]([O-])c2)c1	11	6	-1	-18	10	-6	-1	-6	-2	12	-2
33	COc1cc(/C=N/NS(=O)(=O)c2ccccc2)c(OC)c(OC)c1	5	-2	7	6	16	-7	2	0	-5	18	1
34	O=C1NC[C@H](Cc2ccccc2)N(CC2CCN(CCc3ccccc3)CC2)C1=O	-6	13	4	-16	5	.	-9	7	-11	3	.
35	Cc1ccc(NC(=O)CN(C)S(=O)(=O)c2ccc3[nH]c(=O)oc3c2)c(C)c1	-6	1	5	-17	10	-5	-5	-2	-5	5	-6
36	CCn1c(=O)c([N+](=O)[O-])c(Cl)c2ccccc21	67*	96*	94*	-6	92*	8	-7	-2	.	108*	-1
37	COC(=O)c1ccccc1NC(=O)CSc1nnnn1C1CCCCC1	4	18	-1	-27	-11	-2	10	9	-4	-5	4
38	CCn1cc(-c2cc(C(F)(F)F)n3nc(C(=O)O)cc3n2)c(C)n1	8	-8	12	14	0	2	23	-6	-6	1	1
39	Cc1cc(NC(=O)CSc2nnc(N)s2)c([N+](=O)[O-])cc1C	4	-6	-4	-6	-10	0	5	0	-2	-8	0
40	Cc1nn(-c2ccccn2)c2c1C(c1ccccc1Cl)C1=C(N2)c2ccccc2C1=O (configuration not stated)	29	-11	24	6	14	5	-3	-12	-16	36	3
41	CCC(C)(C)NC(=O)/C=C/c1cc(OC)c(OC)c(S(=O)(=O)N2CCc3ccccc32)c1	6	3	20	8	6	-5	-4	-16	-2	9	5
42	CCOc1cc(-c2noc(CCC(=O)Nc3cccnc3)n2)ccc1OC	6	12	20	-7	22	-19	0	-5	-4	-5	0
43	C[C@@]12C(=O)N(c3cccc(Cl)c3)C(=O)N1[C@H](c1ccc(Cl)cc1)[C@@H]1C(=O)N(C3CCCCC3)C(=O)[C@@H]12	13	-7	-3	15	9	0	8	-6	-3	19	3
44	COc1ccc(N2C(=O)CC(Sc3n[nH]c(-c4ccc(C)cc4)n3)C2=O)cc1 (configuration not stated)	-2	-10	-17	-35	-35	-7	6	2	-18	4	-4
45	COC(=O)CCCCC1SCC2NC(=O)NC21O (configuration not stated)	3	-2	9	-22	0	-7	-2	8	-7	12	76*
46	CC(C)Nc1nc(Oc2ccc(Cl)cc2Cl)cc(C(F)(F)F)n1	20	-56	10	6	14	-16	1	4	-4	-8	2
47	CCOc1ccccc1N(CC(=O)NC1CCCCC1)C(=O)CNC(=O)c1ccco1	9	8	3	-11	6	-1	-10	0	.	-8	0
48	COC(=O)c1cc2sc(Cl)cc2n1CC(=O)NCC1CCCO1 (configuration not stated)	2	-2	7	-8	-15	7	2	-3	-4	-11	2
49	CCN(C(=O)c1cccs1)C1CCS(=O)(=O)C1 (configuration not stated)	11	18	-1	-16	11	-7	8	0	-3	-8	.
50	COc1ccc(NCc2nnc(SCc3ccccc3)n2-c2ccc(OC)cc2)cc1	4	1	-6	-2	17	7	1	-7	-6	16	2
51	NC(Cc1ccccc1)C(=O)N1CCCCC1 (configuration not stated)	-4	2	3	-4	11	2	3	5	-19	-4	-1
52	Cc1nn(C(C)C(=O)NCCCc2ccccc2)c(=O)c2nn(-c3ccccc3)c(C)c12 (configuration not stated)	-9	13	19	16	24	-1	3	3	-3	21	-4
53	Cc1ccccc1C(=O)Nc1ccccc1C(=O)NCC(C)C	2	-7	16	13	17	15	-3	4	-4	12	1
54	O=C(NCCNC1CCC(c2ccccc2)CC1)c1ccc(F)cc1 (configuration not stated)	16	18	-3	30	13	0	-3	-3	6	1	2
55	COc1ccccc1C(=O)Nc1ccnn1C1CCN(CCCC2CCCC2)CC1	-14	11	1	-26	-1	2	-2	8	-2	-14	1
56	COc1cc(NC(=S)N2CCC(C(O)(c3ccccc3)c3ccccc3)CC2)cc(OC)c1	23	-3	3	7	-5	-11	14	-13	-4	30	-1
57	O=C(COC(=O)/C=C/c1cccc(F)c1)Nc1ccccc1-c1ccccc1	19	-13	9	-11	17	-2	0	20	-3	-2	-1
58	O=C(COC(=O)C1=COCCO1)Nc1cc(C(F)(F)F)ccc1Cl	19	4	3	-7	6	12	-5	11	-3	-14	.
59	COc1ccc(-c2cc(C(=O)N3CCN(c4ccccc4OC)CC3)no2)cc1	1	28	5	-12	1	2	-5	4	-3	1	1
60	Cc1ccc(C(NC(=O)NCCCN2CCOCC2)=C(Cl)Cl)cc1F	0	-2	7	19	19	.	-19	2	-6	20	2
61	COc1cc(CN2CCN(CC#Cc3ccccc3)CC2CCO)cc(OC)c1 (configuration not stated)	-7	2	15	5	2	-4	1	10	-5	-4	.
